Screens: PubChem BioAssay, several laboratories
GlmU inhibition – inhibition of mycobacterial GlmU enzyme – biochemical, glucosamine-1-phosphate acetyltransferase (AID 1376) | one-dose inhibition, %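 (tested at 30 µM in the primary screen)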; IC50 in µM for titrated hits | actives 0.25% (n = 220,000) | M. tuberculosis GlmU acetyltransferase enzyme assay; higher % means a stronger effect; in the data active = inhibition above about 13%;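 also: 0% = complete reaction with vehicle and 100% = reaction without substrate; strong numbers were not always called active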
Mtb RmlCD inh – blocks M. tuberculosis RmlC and RmlD coupled enzymes; inhibition, % at 3.6 µM; P9WH09+P9WH11; actives 0.03% (n = 160,000); AID 1533; RmlC+RmlD coupled enzyme assay, percent inhibition; primary screen in compound mixtures; in the data active = inhibition mostly above about 34%, no sharp cut-off; also: some results filed as inactive read as strong as hits
Target sequence (P9WH09 whole entry, looked up): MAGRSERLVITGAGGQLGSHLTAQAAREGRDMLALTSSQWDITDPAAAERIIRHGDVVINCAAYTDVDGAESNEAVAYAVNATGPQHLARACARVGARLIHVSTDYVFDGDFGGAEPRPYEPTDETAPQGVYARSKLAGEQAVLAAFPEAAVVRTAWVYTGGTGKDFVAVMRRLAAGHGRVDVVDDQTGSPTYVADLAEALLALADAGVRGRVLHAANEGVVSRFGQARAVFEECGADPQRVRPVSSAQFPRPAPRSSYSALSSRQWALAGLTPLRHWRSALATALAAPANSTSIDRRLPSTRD
Target sequence (P9WH11 whole entry, looked up): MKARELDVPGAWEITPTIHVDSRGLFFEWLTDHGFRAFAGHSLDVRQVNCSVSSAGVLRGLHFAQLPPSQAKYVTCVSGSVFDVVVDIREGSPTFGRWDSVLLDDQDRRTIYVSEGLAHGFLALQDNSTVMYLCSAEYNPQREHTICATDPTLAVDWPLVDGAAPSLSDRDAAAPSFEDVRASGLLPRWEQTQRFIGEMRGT
* hit, by the source's call. Not all compounds are listed; the hit share may differ from the screen's.

`Cc1[nH]c(=O)[nH]c(=O)c1S(=O)(=O)N1CCCC(C(=O)NCCc2ccc(Cl)cc2)C1` (stereo not drawn) gave GlmU inhibition -1.5% and Mtb RmlCD inh -2.
Screening COc1ccc(C(=O)NC2CCN(C(=S)Nc3cc(C)cc(C)c3)CC2)cc1 returned GlmU inhibition 2.6% and Mtb RmlCD inh 4.
`Cc1ccc(S(=O)(=O)NC(CC(=O)NC2CCCC2)c2ccco2)cc1` (stereo not drawn) gave GlmU inhibition 6.5% and Mtb RmlCD inh -2.
CCCc1cc2c(cc1NC(=O)c1ccc(C(C)(C)C)cc1)OCO2 was read as GlmU inhibition -1.1%.
CC1S/C(=N\N=C\c2cccc([N+](=O)[O-])c2)N(C(C)(C)C)C1=O (stereo not drawn) was read as GlmU inhibition 2.7% and Mtb RmlCD inh 16.
For O=C(Nc1ccccc1)N1CCN(C(=O)Nc2ccccc2)CC1 the results were GlmU inhibition 1.9% and Mtb RmlCD inh 7.
CC(CCc1ccccc1)NC(=O)COc1cc(F)ccc1[N+](=O)[O-] (stereo not drawn) was read as GlmU inhibition 3.0%.
`COc1ccccc1CCn1cnc2c3cc(C)ccc3n(C)c2c1=O` gave GlmU inhibition 1.5% and Mtb RmlCD inh 8.
Screening C=CCn1c(N)c(C(=O)NCC2CCCO2)sc1=S (stereo not drawn) returned GlmU inhibition -9.4%.
`c1ccc2oc(SCc3cn4ccsc4n3)nc2c1` gave GlmU inhibition 7.4%.
`O=C(Nc1ccc(Cl)cc1)OCc1cn(-c2ccccc2)nn1` gave GlmU inhibition 4.9% and Mtb RmlCD inh 8.
For CC(=O)Nc1ccc(S(=O)(=O)NNC(=O)COc2ccc(C)cc2)cc1 the results were GlmU inhibition 4.5% and Mtb RmlCD inh -9.
For COc1ccc(N(CC(=O)Nc2ccc3c(c2)OCO3)S(=O)(=O)c2ccc(F)cc2)cc1 the results were GlmU inhibition -4.1% and Mtb RmlCD inh 0.
COc1cccc(NC(=O)N2CCCC(C(=O)NCc3ccc(F)cc3)C2)c1 (stereo not drawn) was read as GlmU inhibition 3.9%.
Screening O=C(COc1ncnc2scc(-c3ccc(F)cc3)c12)NCc1ccco1 returned GlmU inhibition 8.2%.
`CC[N+](C)(CC)CCC/C(=N/O)C(O)(c1ccccc1)c1ccccc1` gave GlmU inhibition -1.0% and Mtb RmlCD inh 4.
COC(=O)/C(=C/Nc1ccc(O)cc1)[N+](=O)[O-] was read as GlmU inhibition -4.2% and Mtb RmlCD inh 4.
Cc1nnc(SCCn2c(N3CCCC(C)C3)nc3c2c(=O)n(C)c(=O)n3C)s1 (stereo not drawn) was read as GlmU inhibition 0.9%.
`CCN(CC(=O)Nc1ccc(N2CCOCC2)cc1)CC(=O)NC(C)(C)C` gave GlmU inhibition -4.3%.
Screening COc1ccccc1OCCC(=O)OCC(=O)c1c(N)n(C)c(=O)n(C)c1=O returned GlmU inhibition 0.8% and Mtb RmlCD inh -10.
Screening C=CCOc1ccc(C2C(C(=O)c3ccco3)=C(O)C(=O)N2c2nnc(C)s2)cc1 (stereo not drawn) returned GlmU inhibition -3.0% and Mtb RmlCD inh -3.
For Cc1[nH]n(-c2cccc(Cl)c2)c(=O)c1C=NC12CN3CN(CN(C3)C1)C2 the results were GlmU inhibition 2.3% and Mtb RmlCD inh 8.
NC1=CC(=O)c2cccc3cccc1c23 was read as GlmU inhibition 6.2%.
`Oc1ccc2ccccc2c1/C=N/Nc1ccccc1` gave GlmU inhibition -3.9% and Mtb RmlCD inh 26.
`COc1cccc(NS(=O)(=O)c2cc(C)sc2C)c1` gave GlmU inhibition -3.3% and Mtb RmlCD inh -10.
For CC(=O)N(C(C)=O)c1ccc2nc(C)[nH]c(=O)c2c1 the results were GlmU inhibition -1.3%.
For COc1cccc(OC)c1C(=O)Nc1ccc(CN2CCCCC2)cc1 the results were GlmU inhibition -0.8%.
For CC(C)c1ccc[n+](-c2nc([O-])sc2C=O)c1 the results were GlmU inhibition 0.2% and Mtb RmlCD inh -4.
Screening O=S(=O)(NCc1cccnc1)c1ccc2c(c1)OCCO2 returned GlmU inhibition 1.9%.
O=C(NNS(=O)(=O)c1ccccc1[N+](=O)[O-])c1ccccc1[N+](=O)[O-] was read as GlmU inhibition 3.0% and Mtb RmlCD inh -16.
Screening CCN(CC)S(=O)(=O)c1cccc(C(=O)N/N=C(\C)c2cccs2)c1 returned GlmU inhibition -1.3% and Mtb RmlCD inh -5.
`CC1CCC(C(C)C)C(OCC(O)CN2CCN(Cc3ccccc3)CC2)C1` (stereo not drawn) gave GlmU inhibition -2.7% and Mtb RmlCD inh 8.
Screening CN(C)c1ccc(NC(=O)CC2NCCNC2=O)cc1 (stereo not drawn) returned GlmU inhibition 0.1%.
Cc1nnc(SCc2cc(=O)[nH]c(N3CCN(Cc4ccccc4)CC3)n2)s1 was read as GlmU inhibition -6.0% and Mtb RmlCD inh 4.
`CC(C)Oc1ccc(C2CC(=O)N(c3cccc(C(=O)O)c3)C2=O)cc1` (stereo not drawn) gave GlmU inhibition -0.6% and Mtb RmlCD inh -4.
Screening CCc1nnc(NC(=O)CSc2nnc(COc3ccc(C#N)cc3)n2-c2ccccc2)s1 returned GlmU inhibition 2.7% and Mtb RmlCD inh -10.
COc1ccc(S(=O)(=O)Nc2ccc(N3CCOCC3)nc2)cc1 was read as GlmU inhibition -1.8% and Mtb RmlCD inh 11.
Screening Cc1ccc(-c2csc(NC(=O)CCNC(=O)c3ccco3)n2)cc1 returned GlmU inhibition -1.6% and Mtb RmlCD inh -13.
`O=[N+]([O-])c1ccc(-c2ccc(/C=N/Nc3nc(N4CCCC4)nc(N4CCCC4)n3)o2)cc1` gave GlmU inhibition -0.1%.
Screening Cc1cc(N/N=C/c2ccc(O)c(C)c2O)nc(-c2ccccc2O)n1 returned GlmU inhibition 2.6% and Mtb RmlCD inh -11.
For Cc1ccc(C(c2nnnn2C2CCCC2)N2CCN3CCCC3C2)cc1 (stereo not drawn) the results were GlmU inhibition 4.7%.
`CC(=O)Nc1cccc(C(=O)OCc2ccccc2)c1` gave GlmU inhibition -3.2% and Mtb RmlCD inh 12.
Screening CC(C)(C)NC(=S)NCc1ccncc1 returned GlmU inhibition 1.6%.
`COc1ccc(Oc2c(Cl)cnn(-c3ccc(C)cc3)c2=O)cc1` gave GlmU inhibition -3.5% and Mtb RmlCD inh 10.
Screening Cc1cnc(C)c(N2CCC(C(=O)NCc3ccco3)CC2)n1 returned GlmU inhibition -3.6% and Mtb RmlCD inh 8.
Cc1nc2c(n1O)CCC/C2=N\O was read as GlmU inhibition -3.9% and Mtb RmlCD inh -3.
For C=CCn1c(SCC(=O)N2CCOCC2)nc2scc(-c3ccco3)c2c1=O the results were GlmU inhibition 5.0% and Mtb RmlCD inh -4.
`Cc1ccc(S(=O)(=O)N2CN(Cc3ccco3)c3nc4ccccc4nc32)cc1C` gave GlmU inhibition -2.9% and Mtb RmlCD inh 10.
For O=C(COC(=O)CNC(=O)c1ccc(Br)o1)Nc1ccc2c(c1)OCCO2 the results were GlmU inhibition 8.4%.
`CC1(C)CC(=O)C2=C(C1)Nc1ccccc1NC2c1nc2ccccc2[nH]1` (stereo not drawn) gave GlmU inhibition 1.3% and Mtb RmlCD inh 8.
Screening O=C1N/C(=C\c2ccsc2)C(=O)N1Cc1ccc(F)cc1 returned GlmU inhibition 2.5% and Mtb RmlCD inh 2.
`CCc1cc2c(SCC(=O)NC(=O)c3cccn3C)ncnc2s1` gave GlmU inhibition -0.3% and Mtb RmlCD inh -13.
`Cc1ccc(-n2nc(C)cc2N)c(C)c1` gave GlmU inhibition 7.5% and Mtb RmlCD inh -8.
For Cc1nc([N+](=O)[O-])c(Br)n1CC(=O)c1ccccc1 the results were GlmU inhibition 0.1% and Mtb RmlCD inh -5.
For CCOc1ccc(CNC(=O)C(CC)n2nc(C)n3c(cc4occc43)c2=O)cc1OC (stereo not drawn) the results were GlmU inhibition -5.0%.
Cc1sc(N/N=C/c2cccs2)nc1-c1ccccc1 was read as GlmU inhibition -3.5% and Mtb RmlCD inh 6.
For Cc1ccc(-c2cc(=O)c3ccc(F)cc3[nH]2)cc1 the results were GlmU inhibition -2.8%.
Screening COc1ccc(OC)c(NC(=O)CSc2nnc(C)n2Cc2ccccc2)c1 returned GlmU inhibition 2.9% and Mtb RmlCD inh -2.
Fc1ccc(CNCCc2ccccc2F)cc1 was read as GlmU inhibition -1.9% and Mtb RmlCD inh -9.
Screening COc1ccc(-n2c(C)cc(C(=O)CN3C(=O)C(=O)N(Cc4ccccc4)C3=O)c2C)cc1 returned GlmU inhibition 3.4% and Mtb RmlCD inh -7.
Screening N#Cc1cnn2c(C(F)(F)F)c3c(nc12)CCCC3 returned GlmU inhibition -0.6% and Mtb RmlCD inh 0.
`COC(=O)C1=C(C)N(c2ccc(C)cc2)/C(=C/c2cccs2)C1=O` gave GlmU inhibition 5.6% and Mtb RmlCD inh 11.
Cc1cc(C)nc(/N=C(\N)Nc2ccc([N+](=O)[O-])cc2)n1 was read as GlmU inhibition -3.4%.
CCN1CCN(c2nc3c(C)cccn3c(=O)c2/C=C(\C#N)S(=O)(=O)c2ccccc2)CC1 was read as GlmU inhibition 2.0% and Mtb RmlCD inh 5.
Screening c1ccc2[nH]c(CSc3nnc(-c4ccncc4)o3)nc2c1 returned GlmU inhibition -1.8%.
For CN(C)c1ccc(/C=N/NC(N)=S)cc1[N+](=O)[O-] the results were GlmU inhibition 2.2% and Mtb RmlCD inh -10.
Cc1ccc(/C=C2\SC(=S)N(CCCC(=O)Nc3ccc(O)cc3)C2=O)cc1 was read as GlmU inhibition -6.7% and Mtb RmlCD inh 9.
`O=C(Cn1cnc([N+](=O)[O-])c1)NC1CCCC1` gave GlmU inhibition -3.4% and Mtb RmlCD inh 4.
Screening Cn1c(=O)c2nc(-c3ccc(Cl)cc3Cl)oc2c2ccccc21 returned GlmU inhibition -1.3% and Mtb RmlCD inh -5.
CCOc1cc2[nH]c(=O)n(CCCC(=O)NCc3ccco3)c(=O)c2cc1OCC was read as GlmU inhibition 0.7% and Mtb RmlCD inh 15.
Cc1ccccc1C1C(C#N)=C2N=C(N)c3ccccc3N2C2=C1C(=O)CCC2 (stereo not drawn) was read as GlmU inhibition 1.9% and Mtb RmlCD inh -6.
`S=c1[nH]nc(-c2ccc(Cl)cc2)n1CC1CCCO1` (stereo not drawn) gave GlmU inhibition 5.6%.
For CC1=CC(C)(C)N(C(=O)CSc2ncn[nH]2)c2ccc(C)cc21 the results were GlmU inhibition 0.3% and Mtb RmlCD inh 7.
For CNC(=S)N/N=C/c1c(C)nn(-c2ccccc2)c1Cl the results were GlmU inhibition -3.1%.
CC(=O)OC(C(=O)NC1CCCCC1)c1ccc(C#N)cc1 (stereo not drawn) was read as GlmU inhibition 5.8% and Mtb RmlCD inh 0.

Ordered by SMILES length (falling): 3 of the compounds above
CC1S/C(=N\N=C\c2cccc([N+](=O)[O-])c2)N(C(C)(C)C)C1=O (stereo not drawn) was read as GlmU inhibition 2.7% and Mtb RmlCD inh 16.
Screening COc1ccccc1OCCC(=O)OCC(=O)c1c(N)n(C)c(=O)n(C)c1=O returned GlmU inhibition 0.8% and Mtb RmlCD inh -10.
For Cc1ccc(C(c2nnnn2C2CCCC2)N2CCN3CCCC3C2)cc1 (stereo not drawn) the results were GlmU inhibition 4.7%.

Next section
`CCc1cccc(NC(=O)CN(C)S(=O)(=O)c2cccc3cccnc23)c1` gave GlmU inhibition 0.9%.
For CCOC(=O)c1cc2c(ccn2C)n1CC(=O)N(Cc1ccccc1)c1ccc(F)cc1 the results were GlmU inhibition -2.5% and Mtb RmlCD inh -11.
Screening COCCn1c(SC)nnc1-c1c[nH]c2ccccc12 returned GlmU inhibition -1.2% and Mtb RmlCD inh 15.
For COc1ccc(N2C(=O)CC(Sc3nnc(-c4ccccc4)o3)C2=O)cc1 (stereo not drawn) the results were GlmU inhibition 8.2% and Mtb RmlCD inh 49.
For OCCN(CCO)CC(O)COc1ccc2c(c1)OCO2 (stereo not drawn) the results were GlmU inhibition 5.7%.
Screening CN(C)c1ccc(NC(=O)c2ccc3nsnc3c2)cc1 returned GlmU inhibition -5.4% and Mtb RmlCD inh -8.
COc1cc(/C=N/NC(=S)Nc2cccc(Cl)c2C)ccc1OCC(=O)N1CC(C)OC(C)C1 (stereo not drawn) was read as GlmU inhibition 2.2% and Mtb RmlCD inh 6.
`CC1(C)N=C(N)NC(Nc2ccccc2Cl)=N1` gave GlmU inhibition -1.4% and Mtb RmlCD inh 0.
COc1ccc(OCC(=O)Nc2cccc(NC(=O)COc3ccc(OC)cc3)n2)cc1 was read as GlmU inhibition 2.8% and Mtb RmlCD inh 10.
`C=CCn1c(=O)/c(=C\c2ccccn2)s/c1=C(/C#N)C(=O)NCC1CCCO1` (stereo not drawn) gave GlmU inhibition 1.1% and Mtb RmlCD inh -18.
For Cc1nc(C)c(C(=O)Nc2ccc(Oc3ccccc3)cc2)o1 the results were GlmU inhibition -2.8% and Mtb RmlCD inh 7.
`Cc1ccc(C(=O)Nc2nc(=O)n(C(=O)c3ccccc3C)s2)cc1` gave GlmU inhibition 6.5% and Mtb RmlCD inh -1.
For COc1ccccc1C(=O)O/N=C(\c1ccccc1)c1ccncc1 the results were GlmU inhibition -6.3% and Mtb RmlCD inh 11.
For Cc1ccc(NC(=O)COc2ccc(Br)cc2C)cc1 the results were GlmU inhibition 1.1% and Mtb RmlCD inh 4.

3 entries picked at random from the list so far, as already listed:
For COc1ccccc1C(=O)O/N=C(\c1ccccc1)c1ccncc1 the results were GlmU inhibition -6.3% and Mtb RmlCD inh 11.
For Cc1nc(C)c(C(=O)Nc2ccc(Oc3ccccc3)cc2)o1 the results were GlmU inhibition -2.8% and Mtb RmlCD inh 7.
`CCc1cccc(NC(=O)CN(C)S(=O)(=O)c2cccc3cccnc23)c1` gave GlmU inhibition 0.9%.
